hgDAF-12 ag: activates the H. glycines DAF-12 receptor ligand-binding domain; HEK293 GAL4-hgDAF12 UAS-luciferase reporter, agonist luminescence; normalized to butyrate control; activation, % at 6.8 µM; 370,000 compounds, 1.8% hits;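 active means activation above a cutoff set at the mean of all screened compounds plus 3 SD, cut at about 10% in these data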;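 further: 0% = DMSO wells and 100% = sodium butyrate wells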
ssDAF-12 act: activates DAF-12 receptor from parasite S. stercoralis | HEK293 ssDAF-12/GRIP1 lit1-tk-luc reporter, luminescence; % of 3 µM dafachronic acid response | activation, % at 6.8 µM | 370,000 compounds, 1% hits;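 active means activation above the mean over all tested compounds plus 3 SD, cut at about 0.9% in these data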;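 further: 0% = DMSO-only wells and 100% = 3 µM delta7-dafachronic acid wells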
FXN GAA850 act: increases GAA850 frataxin promoter reporter activity; HEK293 lucGAA850 FXN promoter luciferase reporter, 24 h; percent of 10 µM SAHA response; AID 540364; 360,000 compounds, 0.56% hits; activation, % at 6 µM;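 active means activation above the average of all compounds screened plus 3 SD, cutoff fixed separately per campaign, cut at about 7.5% in these data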;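 further: 0% = DMSO wells and 100% = 10 µM SAHA wells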
ADAM10 inh: inhibitors of human ADAM10. O14672. recombinant ADAM10, EDANS/DABCYL FRET peptide cleavage, 3 h. inhibition, % at 7 µM. 370,000 compounds, 0.62% hits;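 active means inhibition above a per-campaign cutoff equal to the mean of compounds falling between control-based bounds plus 3 SD, cut at about 20% in these data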;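 further: 0% = DMSO wells while the 100% control is not disclosed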
Target sequence (O14672 214-748 limits assumed): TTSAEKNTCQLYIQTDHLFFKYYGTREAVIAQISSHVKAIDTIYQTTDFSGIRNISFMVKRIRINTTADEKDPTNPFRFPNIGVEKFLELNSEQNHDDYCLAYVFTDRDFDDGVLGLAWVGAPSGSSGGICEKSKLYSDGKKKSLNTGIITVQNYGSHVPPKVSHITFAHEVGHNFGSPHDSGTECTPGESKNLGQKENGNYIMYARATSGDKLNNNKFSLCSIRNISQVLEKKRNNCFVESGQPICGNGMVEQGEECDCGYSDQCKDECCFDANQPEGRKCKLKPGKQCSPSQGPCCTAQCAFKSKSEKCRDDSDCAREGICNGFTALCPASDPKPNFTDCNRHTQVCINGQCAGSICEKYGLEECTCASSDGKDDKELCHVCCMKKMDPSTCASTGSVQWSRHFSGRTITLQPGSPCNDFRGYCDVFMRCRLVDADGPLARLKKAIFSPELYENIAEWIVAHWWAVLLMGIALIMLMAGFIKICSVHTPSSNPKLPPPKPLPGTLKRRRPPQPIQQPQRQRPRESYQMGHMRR
GC-B act: GC-B (human) receptor activation; P20594; HEK293-GC-B cells, CNP EC30, cGMP TR-FRET; 0% at EC30 CNP, 100% saturating CNP; activation, % at 10 µM; 370,000 compounds, 0.11% hits;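 active means activation at 10 µM reaching about 35% in either raw or pattern-adjusted values, limit read from the data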
NPR1 activator: GC-A (human) enzyme activation. HEK293 GC-A cells, cGMP TR-FRET, EC30 ANP; 0% at EC30 ANP, 100% saturating ANP. activation, % at 10 µM. 370,000 compounds, 0.14% hits; in the data active means activation above about 40%
DAX1 inh-1: blocks DAX1 repression of SF-1 activated StAR promoter; HEK293T StAR-luciferase reporter, SF-1/DAX-1 repression relief; inhibition, % at 6.8 µM; 370,000 compounds, 1.1% hits; AID 652010;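 active means inhibition above the mean over all tested compounds plus 3 SD, cut at about 3.6% in these data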;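 further: 0% = DAX-1 cells with DMSO and 100% = cells lacking DAX-1 with DMSO; higher inhibition means more luminescence from relief of DAX-1 repression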
sPLA2-III inh: Inhibits HGIII-sPLA2 liposome hydrolysis, primary screen; Q9NZ20; QFRET BODIPY PC-A2 liposome hydrolysis, fluorescence; inhibition, % at 12.2 µM; 370,000 compounds, 0.56% hits;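 active means inhibition above mean plus 3 SD of compounds lying within the high and low control bounds, cut at about 19% in these data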;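 further: 0% = median of test compound wells and 100% = no enzyme DMSO wells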
DAX1 inh-2: inhibits human nuclear receptor DAX1. HEK293 Gal4-DAX1 luciferase reporter, luminescence. inhibition, % at 6.75 µM. P51843. 340,000 compounds, 0.99% hits. AID 504766;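 active means inhibition above the mean over all tested compounds plus 3 SD, cut at about 4.2% in these data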;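 further: 0% = DAX1-transfected cells with DMSO and 100% = empty-vector control cells with DMSO; inhibition shows as a rise in luminescence from relieved DAX1 repression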
Target sequence (P51843 207-470 limits assumed): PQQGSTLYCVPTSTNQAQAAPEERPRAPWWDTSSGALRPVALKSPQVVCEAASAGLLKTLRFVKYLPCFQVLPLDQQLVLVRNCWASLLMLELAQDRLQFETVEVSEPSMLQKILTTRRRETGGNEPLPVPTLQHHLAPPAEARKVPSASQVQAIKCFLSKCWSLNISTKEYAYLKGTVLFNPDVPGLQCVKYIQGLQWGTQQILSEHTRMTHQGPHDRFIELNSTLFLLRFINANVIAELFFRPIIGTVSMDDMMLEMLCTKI
SMARCA2 act: SMARCA2 function activation, primary screen | MG213 cells, MMTV-luciferase reporter, dexamethasone, overnight | activation, % at 9.1 µM | 370,000 compounds, 1% hits | AID 652017; in the data active means activation above about 7.8%;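 further: 0% = vehicle wells and 100% = reference activator wells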
hcDAF-12 act: activators of H. contortus DAF-12 nuclear receptor; HEK293 hcDAF-12 lit1-tk-luc reporter, luminescence; 0% DMSO, 100% Δ7-dafachronic acid; 370,000 compounds, 1.4% hits; activation, % at 6.8 µM;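 active means activation above the mean of all tested compounds plus 3 SD, cut at about 5.5% in these data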;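 further: 100% = response to 3 µM Δ7-dafachronic acid high control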
* = called active by the depositor; i = inactive; . = no result given; & = joins results of further samples; ! = not confirmed by another sample.

SMILES	hgDAF-12 ag	ssDAF-12 act	FXN GAA850 act	ADAM10 inh	GC-B act	NPR1 activator	DAX1 inh-1	sPLA2-III inh	DAX1 inh-2	SMARCA2 act	hcDAF-12 act
Cc1cccc(NC(=O)CSc2nnc(-c3cc(C)[nH]n3)n2N)c1	0.2	-1.4	.	-6	-5	0	-0.6	-7	-0.1	0	-0.9
CC(C)OP(=O)(OC(C)C)C(O)c1ccc(N(C)C)cc1 (configuration not stated)	-3.6	-1.1	1.4	8	3	3	-0.3	4	-1.4	5	-0.3
CC(C)(O)/C=C/C[C@](C)(O)C1CC[C@]2(C)C1[C@H](O[C@H]1O[C@@H](CO)[C@H](O)[C@@H](O)[C@@H]1O)CC1[C@@]3(C)CC[C@H](O)C(C)(C)C3[C@@H](O)C[C@]12C (some centres not stated)	1.7	-1.6	0.7	0	8	1	0.1	-2	0.1	-1	0.8
COc1ccc(N2CCN(C(=O)c3cccs3)CC2)cc1	0.5	-0.5	0.4	7	2	0	0.3	5	1.4	1	1.1
CC(C)(C)c1ccc(NC(=S)NCCc2ccccn2)cc1	1.6	-1.6	-0.9	-1	2	1	0.5	18	-1.6	1	-1.9
Cc1ccc(OCC(=O)O/N=C(\N)Cc2cccs2)cc1C	1.8	-1.0	1.1	3	-2	-4	0.2	-6	0.7	0	-0.2
CC(C)S(=O)(=O)c1csc(NC(=O)Nc2cc(Cl)ccc2Cl)c1Cl	-0.8	-0.6	0.5	-9	-5	-11	-0.1	7	-1.0	-3	2.1
CCCC(CCC(=O)NC1CCCCC1)C(=O)O (configuration not stated)	1.6	-1.3	-0.7	-5	4	-1	0.4	1	0.5	0	-0.7
O=C(CCc1nc(-c2ccccc2)c(-c2ccccc2)o1)OCc1ccc(Br)cc1	-2.6	-1.4	6.4	4	4	3	-0.2	-3	1.3	0	-1.3
CC(=O)Nc1ccc(NC(=O)CCC(=O)OCC(=O)c2ccc(C)c([N+](=O)[O-])c2)cc1	3.7	-0.8	0.0	-2	2	-1	0.2	-2	-0.1	-3	-1.1
COc1ccc(CCNC(=O)c2ccc3c(c2)N(Cc2ccc(F)cc2)CCS3)cc1OC	-1.4	-1.6	-0.5	i	-3	-1	-2.6	-7	-0.6	-2	-4.0
O=C(NCc1ccccc1)C1CC2CCCC(C1)C2=O (configuration not stated)	2.0	-1.0	-3.4	-8	-3	5	-0.8	3	0.1	3	-0.5
Cn1c(CCc2ccccc2)nnc1SCC(N)=O	2.2	-0.6	1.0	-3	0	-1	-0.2	-1	1.0	-1	-0.3
O=C(NCc1ccccc1)C1Cc2c(-c3ccc4c(c3)OCO4)ccnc2O1 (configuration not stated)	-2.7	-0.9	-2.3	-71	0	0	4.4*	-7	.	-2	-0.2
CC(C)(C)c1ccc(/C=C/C(=O)Nc2nncs2)cc1	21*	-0.3	7.6*	-1	2	-5	2.8	11	3.4	0	7.4*
O=C(Cn1cnc2ccccc2c1=O)N/N=C/c1ccc(Br)cc1	2.9	-1.0	-0.7	7	-2	-4	0.1	2	.	-2	0.2
Cc1ccc(NC(=S)N2CCSC2c2cccs2)cc1 (configuration not stated)	2.0	0.5	3.4	-2	-2	0	1.3	2	3.4	-2	0.8
Cc1ccc(C(=O)Nc2nccs2)cc1S(=O)(=O)N1CCCCC1	0.1	-1.0	-0.7	3	2	-2	-0.7	-9	-0.9	1	-0.8
Cc1ccc(/C=N/NC(=O)c2cc(C3CC3)nc3ccccc23)o1	1.8	-0.8	-4.5	1	-3	-5	-0.7	0	0.5	-1	-0.9
COc1ccc(Oc2cc(NN3CCCCC3)c([N+](=O)[O-])cc2[N+](=O)[O-])cc1OC	-1.0	-0.8	-0.5	7	-2	-1	0.0	2	0.5	-1	-1.0
Cc1cc(=O)[nH]c(SCC2COC3(CCCCC3)O2)n1 (configuration not stated)	0.0	-1.2	1.2	1	-1	-2	0.2	2	1.0	1	1.1
O=C(Nc1cc(C(F)(F)F)ccc1Cl)c1cc2nc3c(c(C(F)(F)F)n2n1)CCCC3	-4.6	-1.0	-5.2	-1	-4	-1	0.2	-5	-0.1	-4	0.4
COc1ccc(S(=O)(=O)N2CCC(C(=O)NCc3ccco3)CC2)cc1C	-2.9	-1.2	-1.7	-5	-2	1	-0.2	-5	0.0	-1	-0.3
Cc1cc(C)nc(N(C#N)Cc2ccc(Br)cc2)n1	-1.9	-2.1	1.1	1	-1	-11	0.9	-3	-0.2	-4	-0.4
O=C(NC1CCCCN(Cc2cccc(F)c2)C1=O)c1ccc(F)cc1 (configuration not stated)	-0.4	-1.6	.	-5	-4	3	0.0	1	.	-1	-2.0
O=C(Nc1cccc(C(F)(F)F)c1)c1n[nH]c(Cn2cncn2)n1	-0.1	-0.8	-0.3	4	-1	0	-0.7	8	-0.4	-3	-0.5
O=C(NCCCCc1ccccc1)C1CC(c2cccc([N+](=O)[O-])c2)=NO1 (configuration not stated)	-1.1	-1.1	1.0	1	-3	1	0.0	-9	0.8	1	-1.9
CCNc1nc2c(c(=O)n(C)c(=O)n2C)n1Cc1ccc(Cl)cc1	-7.1	-2.1	-0.8	-12	27	28	-4.4	5	-2.6	-5	-5.1
CNS(=O)(=O)c1cc(NC(=O)CCCNC(=O)c2ccc(Cl)cc2)ccc1C	-0.3	-1.1	-1.9	4	-7	0	0.2	-4	-1.1	-1	-0.9
C=CCn1c(SCC(=O)NC2CCCC2)nc2ccccc21	-1.9	-0.5	2.0	0	6	-4	0.1	8	0.1	-1	0.9
Cc1ccccc1-c1csc(C(C)(O)c2ccc(F)c(F)c2)n1 (configuration not stated)	-2.8	-0.7	1.9	-1	4	8	-3.6	-3	.	-2	2.1
Cc1cccc(NC(=S)N/C(=N/S(=O)(=O)c2ccccc2)c2ccccc2)c1	12*!	0.5&-0.7	3.0&1.2	-5&-2	2&3	2&0	1.0&0.5	3&8	1.1&2.2	5&1	-0.8&0.6
CCCNS(=O)(=O)c1ccc(CCC(=O)N2CCOCC2)cc1	-1.7	-1.2	1.9	-12	-8	0	0.2	1	-0.8	6	-2.0
COc1ccc(CCNC(=O)C(C)n2nc(C)n3c(cc4occc43)c2=O)cc1OC (configuration not stated)	-1.4	-1.5	1.4	-4	-7	1	0.8	3	-0.1	4	-3.5
Cc1ccc(CNC(=O)c2oc3ccc(S(=O)(=O)N4CCC5(CC4)OCCO5)cc3c2C)cc1	-4.1	-2.0	-5.2	6	0	0	-2.6	-27	-2.8	-4	-2.4
CCn1c(SCC(=O)N(C)CC(=O)Nc2ccc(OC)cc2)nnc1-c1ccco1	0.5	-0.7	-0.2	-6	1	0	-1.0	11	0.9	-1	-1.0
COC(=O)c1ccc(CN2CCN(C3CCCCC3)C(CCO)C2)cc1 (configuration not stated)	2.1	-0.9	-0.5	-3	-3	-3	0.2	0	0.7	-1	-1.3
Cc1c(CN2CCCCC2C)c(=O)n(-c2ccccc2)n1C (configuration not stated)	3.8	-0.9	1.0	-2	6	1	0.6	9	0.3	0	-0.3
CCCCCc1c(-c2ccc(OC)cc2)ncn1CCc1ccccc1OC	-3.2	-1.5	.	7	-1	-2	-3.1	-13	.	-4	-2.6
CCOC(=O)N1CCC(N(CCCOC)C(=O)Nc2ccc(CC)cc2)CC1	0.3	-1.7	3.0	1	1	0	0.5	6	-0.8	2	-0.4
N#C/C(=C(/O)COc1ccc(Cl)cc1)c1nc2ccccc2s1	3.4	-0.5	2.6	9	5	1	-0.3	-1	-0.5	-8	-0.3
CC1/C(=N/O)CC(c2ccccc2)N(C)C1c1ccccc1 (configuration not stated)	0.1	-0.2	1.3	10	-4	-3	0.0	8	0.6	2	-1.1
CN1C(=O)/C(=C/c2ccccc2OCc2ccc(F)cc2)N(C)C1=S	-0.7	-1.4	1.1	7	-3	-1	-0.5	-7	-1.6	6	0.4
O=C(/C=C/c1cccnc1)c1ccc(F)c(F)c1	1.1	-1.4	4.3	2	1	29	-0.3	4	-1.9	-1	-2.9
O=C(O)CCCCCN1C(=O)CSC1=S	-12	-3.0	-5.5	3	2	-2	-1.3	-10	-2.0	-1	-5.7
CCn1c(C)c(C(C)=O)c(N2CCN(c3ccccc3)CC2)nc1=S	-1.4	-1.1	1.6	9	6	-2	-0.4	-24	0.6	-1	-1.0
Nn1cnc2cc3ccccc3cc2c1=O	4.5	-1.2	1.5	-29	-4	-2	-1.1	4	1.0	1	3.1
O=C(Nc1ccccc1-c1nnc(SCc2ccc(Cl)cc2Cl)o1)c1ccccc1	-0.6	-0.2	0.1	10	5	0	-0.1	5	-1.1	6	-1.6
CCc1nn(C)c2c(=O)c(=O)c2n(C)[nH]1	-2.0	0.8	-0.1	2	6	3	-0.3	3	0.0	3	0.3
CC(NC(=O)c1cccs1)C(c1cccs1)N1CCOCC1 (configuration not stated)	-1.6	-1.1	-0.2	5	-2	5	-0.1	4	0.7	1	-1.3
Cc1ccc(NC(=S)N=Nc2c(O)[nH]c3ccccc23)cc1	-4.2	-1.9	0.7	0	-6	-3	-1.4	14	0.0	7	-0.4
COc1ccc(S(=O)(=O)Nc2ccccc2)cc1	1.1	-0.7	-0.3	1	0	-3	0.0	-9	1.1	0	-0.4
CCOc1cc(N2CCOCC2)c(OCC)cc1NC(=O)CN1C(=O)N(C)C2(CCCCC2)C1=O	4.0	-0.6	0.4	-3	2	5	-0.4	6	1.6	4	0.3
O=C(CCN1CCOCC1)NNC(=O)c1ccc(Cl)c([N+](=O)[O-])c1	0.6	-1.2	-1.4	-14	4	3	-2.4	0	0.6	-1	-1.1
CCCCCCCCN1C(=O)[C@@H](CC(=O)N2CCN(C(=O)OCC)CC2)C[C@@]2(C(=O)OC)C1=C[C@H](C1CCCC1)O[C@@H]2C	-1.4	-0.8	.	-3	7	0	0.1	-5	.	3	-0.7
Cc1cc(C(=O)N/N=C/c2sccc2C)no1	5.7	-1.1	2.2	2	4	5	-0.2	-2	-0.6	6	-2.2
Cc1c(Cl)ccc2c(C(=O)NCCCn3nccc3C)cc(-c3ccccn3)nc12	-4.0	-1.0	1.5	5	-6	-6	0.0	-9	-0.4	-2	-0.2
COc1ccc(Oc2c(Br)cnn(Cc3cccc4ccccc34)c2=O)cc1	-1.8	-1.2	.	-3	-16	-24	1.0	5	.	0	-2.0
Cc1ccc(CNC(=O)C2CCC(=O)N(C3CC3)C2)cc1 (configuration not stated)	0.1	-0.5	1.7	-9	0	4	0.1	-1	-0.2	5	-1.3

Exported as labelled records: entries from further up.
Cc1cc(=O)[nH]c(SCC2COC3(CCCCC3)O2)n1 (configuration not stated)
  hgDAF-12 ag = 0.0
  ssDAF-12 act = -1.2
  FXN GAA850 act = 1.2
  ADAM10 inh = 1
  GC-B act = -1
  NPR1 activator = -2
  DAX1 inh-1 = 0.2
  sPLA2-III inh = 2
  DAX1 inh-2 = 1.0
  SMARCA2 act = 1
  hcDAF-12 act = 1.1

CCn1c(SCC(=O)N(C)CC(=O)Nc2ccc(OC)cc2)nnc1-c1ccco1
  hgDAF-12 ag = 0.5
  ssDAF-12 act = -0.7
  FXN GAA850 act = -0.2
  ADAM10 inh = -6
  GC-B act = 1
  NPR1 activator = 0
  DAX1 inh-1 = -1.0
  sPLA2-III inh = 11
  DAX1 inh-2 = 0.9
  SMARCA2 act = -1
  hcDAF-12 act = -1.0

From PubChem BioAssay
